FXN GAA850 act = increases GAA850 frataxin promoter reporter activity; HEK293 lucGAA850 FXN promoter luciferase reporter, 24 h; percent of 10 µM SAHA response; activation, % at 6 µM; hit rate 0.56% among 360,000; AID 540364;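 active = activation above the average of all compounds screened plus 3 SD, cutoff fixed separately per campaign, cut at about 7.5% in these data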;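 also: 0% = DMSO wells and 100% = 10 µM SAHA wells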
GC-A act = GC-A (human) enzyme activation. P16066. HEK293 GC-A cells, cGMP TR-FRET, EC30 ANP; 0% at EC30 ANP, 100% saturating ANP. activation, % at 10 µM. hit rate 0.14% among 370,000; in the data active = activation above about 40%
hcDAF12 agonist = H. contortus DAF-12 activation, primary screen. HEK293 hcDAF-12 lit1-tk-luc reporter, luminescence; 0% DMSO, 100% Δ7-dafachronic acid. activation, % at 6.8 µM. hit rate 1.4% among 370,000;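 active = activation above the mean of all tested compounds plus 3 SD, cut at about 5.5% in these data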;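 also: 100% = response to 3 µM Δ7-dafachronic acid high control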
sPLA2-III inh = Inhibits HGIII-sPLA2 liposome hydrolysis, primary screen; Q9NZ20; QFRET BODIPY PC-A2 liposome hydrolysis, fluorescence; inhibition, % at 12.2 µM; hit rate 0.56% among 370,000; AID 743126;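 active = inhibition above mean plus 3 SD of compounds lying within the high and low control bounds, cut at about 19% in these data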;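 also: 0% = median of test compound wells and 100% = no enzyme DMSO wells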
ADAM10 inh = inhibitors of human ADAM10; O14672; recombinant ADAM10, EDANS/DABCYL FRET peptide cleavage, 3 h; inhibition, % at 7 µM; hit rate 0.62% among 370,000; AID 720582;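 active = inhibition above a per-campaign cutoff equal to the mean of compounds falling between control-based bounds plus 3 SD, cut at about 20% in these data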;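 also: 0% = DMSO wells while the 100% control is not disclosed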
hgDAF-12 ag = hgDAF-12 agonism, primary luciferase screen. activation, % at 6.8 µM. AID 687014. HEK293 GAL4-hgDAF12 UAS-luciferase reporter, agonist luminescence; normalized to butyrate control. hit rate 1.8% among 370,000;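 active = activation above a cutoff set at the mean of all screened compounds plus 3 SD, cut at about 10% in these data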;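 also: 0% = DMSO wells and 100% = sodium butyrate wells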
ssDAF12 agonist = S. stercoralis DAF-12 activation, primary screen; HEK293 ssDAF-12/GRIP1 lit1-tk-luc reporter, luminescence; % of 3 µM dafachronic acid response; activation, % at 6.8 µM; hit rate 1% among 370,000;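 active = activation above the mean over all tested compounds plus 3 SD, cut at about 0.9% in these data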;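 also: 0% = DMSO-only wells and 100% = 3 µM delta7-dafachronic acid wells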
DAX1 inh-1 = NR0B1 (DAX1) inhibition; P51843; HEK293 Gal4-DAX1 luciferase reporter, luminescence; inhibition, % at 6.75 µM; hit rate 0.99% among 340,000; AID 504766;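 active = inhibition above the mean over all tested compounds plus 3 SD, cut at about 4.2% in these data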;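 also: 0% = DAX1-transfected cells with DMSO and 100% = empty-vector control cells with DMSO; inhibition shows as a rise in luminescence from relieved DAX1 repression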
DAX1 inh-2 = blocks DAX1 repression of SF-1 activated StAR promoter. HEK293T StAR-luciferase reporter, SF-1/DAX-1 repression relief. inhibition, % at 6.8 µM. hit rate 1.1% among 370,000. AID 652010;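 active = inhibition above the mean over all tested compounds plus 3 SD, cut at about 3.6% in these data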;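 also: 0% = DAX-1 cells with DMSO and 100% = cells lacking DAX-1 with DMSO; higher inhibition means more luminescence from relief of DAX-1 repression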
SMARCA2 act = SMARCA2 function activation, primary screen. MG213 cells, MMTV-luciferase reporter, dexamethasone, overnight. activation, % at 9.1 µM. hit rate 1% among 370,000; in the data active = activation above about 7.8%;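 also: 0% = vehicle wells and 100% = reference activator wells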
GC-B act = GC-B (human) receptor activation. activation, % at 10 µM. hit rate 0.11% among 370,000. HEK293-GC-B cells, CNP EC30, cGMP TR-FRET; 0% at EC30 CNP, 100% saturating CNP. P20594;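 active = activation at 10 µM reaching about 35% in either raw or pattern-adjusted values, limit read from the data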
Target sequence (P20594 whole entry, looked up): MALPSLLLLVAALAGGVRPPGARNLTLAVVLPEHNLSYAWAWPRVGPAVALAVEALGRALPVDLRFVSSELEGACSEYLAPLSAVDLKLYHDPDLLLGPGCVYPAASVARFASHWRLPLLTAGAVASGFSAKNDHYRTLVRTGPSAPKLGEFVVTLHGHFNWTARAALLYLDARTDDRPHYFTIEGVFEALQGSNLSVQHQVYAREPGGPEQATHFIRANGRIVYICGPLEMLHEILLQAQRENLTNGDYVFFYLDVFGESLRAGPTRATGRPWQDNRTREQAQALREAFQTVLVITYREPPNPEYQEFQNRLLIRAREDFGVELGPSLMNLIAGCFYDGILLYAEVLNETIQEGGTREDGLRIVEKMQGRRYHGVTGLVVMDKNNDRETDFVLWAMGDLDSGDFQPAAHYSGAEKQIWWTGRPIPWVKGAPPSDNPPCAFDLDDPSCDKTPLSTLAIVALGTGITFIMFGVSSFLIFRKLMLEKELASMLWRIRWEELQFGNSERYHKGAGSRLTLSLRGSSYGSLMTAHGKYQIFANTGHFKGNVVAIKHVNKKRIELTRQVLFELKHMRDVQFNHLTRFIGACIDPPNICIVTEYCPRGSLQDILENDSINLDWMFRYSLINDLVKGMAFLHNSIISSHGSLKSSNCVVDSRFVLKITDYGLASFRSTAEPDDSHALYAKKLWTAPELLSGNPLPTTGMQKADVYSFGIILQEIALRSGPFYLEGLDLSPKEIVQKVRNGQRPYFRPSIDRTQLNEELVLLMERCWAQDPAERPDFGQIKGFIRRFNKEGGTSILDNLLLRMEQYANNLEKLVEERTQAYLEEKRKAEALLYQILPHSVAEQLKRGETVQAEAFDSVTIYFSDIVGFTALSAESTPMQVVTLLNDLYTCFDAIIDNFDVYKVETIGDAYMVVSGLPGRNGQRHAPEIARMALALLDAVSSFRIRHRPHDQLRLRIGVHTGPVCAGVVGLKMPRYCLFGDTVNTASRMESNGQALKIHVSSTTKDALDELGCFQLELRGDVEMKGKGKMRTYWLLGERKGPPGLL
Numbers without * were called inactive; i = inactive; . = not tested or not shown. Not a hit list; any-hit rate near 6.6%.

SMILES | FXN GAA850 act | GC-A act | hcDAF12 agonist | sPLA2-III inh | ADAM10 inh | hgDAF-12 ag | ssDAF12 agonist | DAX1 inh-1 | DAX1 inh-2 | SMARCA2 act | GC-B act
Cc1ccc(S(=O)(=O)N2CCN(C(=O)C3CCN(C(=O)c4ccccc4C)CC3)CC2)cc1C | -1.2 | 0 | -0.9 | -3 | -2 | 3.1 | -0.9 | -2.3 | -0.2 | -3 | 0
O=C(O)c1ccc(COc2ccc([N+](=O)[O-])cc2)o1 | 2.5 | 1 | 1.1 | 9 | 0 | 1.3 | 0.3 | -0.8 | 0.3 | 2 | 1
CN1C/C(=C/c2ccsc2)C(=O)/C(=C/c2ccsc2)C1 | 6.9 | 0 | -5.6 | 1 | 3 | -8.9 | -2.3 | -1.2 | -2.5 | 1 | 1
CC(Sc1nnc(CNC(=O)c2ccccc2F)n1C)C(=O)Nc1nccs1 (stereo unspecified) | -2.2 | 0 | -0.3 | -2 | 2 | 0.6 | 0.0 | 0.6 | 0.5 | -1 | -4
O=C(CSc1nc(-c2ccc(F)cc2)cs1)N1CCN(C(=O)c2ccco2)CC1 | 1.1 | 5 | -2.6 | 0 | -1 | -1.9 | -1.4 | 0.1 | -0.6 | -4 | -2
CCCCNC(=O)C1(O)c2ccccc2NC(=O)N1c1ccc(Cl)cc1 (stereo unspecified) | 2.8 | -4 | -0.8 | 5 | -3 | 0.9 | -1.3 | 0.4 | 0.0 | -1 | 2
COc1cccc(NC(=O)CCCNC(=O)Cn2cnc3sc(C)c(C)c3c2=O)c1 | 1.4 | -3 | -2.1 | 3 | 1 | -0.9 | -1.4 | 1.2 | 1.0 | -4 | -4
Nn1cnnc1N/N=C/c1cccc(Cl)c1Cl | -1.5 | -13 | -2.8 | -2 | 5 | -11 | -1.2 | -1.5 | -1.2 | 1 | -5
Cc1ccc(NC(=O)CSc2nnc(-c3cc(-c4ccc(Cl)cc4)n[nH]3)n2N)cc1 | . | 0 | 3.7 | 11 | 0 | 3.0 | -0.8 | . | 0.0 | -5 | -7
COc1cc(CNc2ccc3[nH]c(=O)[nH]c3c2)cc(Cl)c1OCC(=O)NC(C)(C)C | 4.0 | -8 | 1.0 | -11 | -156 | -0.7 | -0.7 | -0.4 | 0.0 | 1 | -6
CN1CCC(=NNC(=O)C(=O)Nc2cccc(Br)c2)CC1 | 0.8 | -2 | -1.1 | -1 | 1 | -0.1 | -0.8 | -0.8 | -0.3 | -1 | 3
COc1ccc(OC)c(NC(=O)C(CCSC)NS(=O)(=O)c2cccs2)c1 (stereo unspecified) | 1.8 | 3 | 0.9 | -6 | -2 | 2.6 | -1.7 | -0.6 | 0.0 | -3 | 4
CCOc1ccc2c(c1)[N+](C)(C)C(C)(C)C=C2C | -0.2 | 1 | -0.7 | 2 | -8 | 1.4 | -1.3 | . | -0.1 | -6 | 3
CCCN1CC(=O)N2C(c3ccccc3)c3[nH]c4ccccc4c3C[C@H]2C1=O (stereo partly specified) | -1.9 | -3 | 1.8 | -17 | -5 | -1.4 | -0.4 | -0.5 | -0.1 | -2 | 6
CCOCCCNC(=O)CN1C(=O)NC(Cc2c[nH]c3ccccc23)C1=O (stereo unspecified) | -0.9 | 4 | -1.4 | -2 | -10 | -0.8 | -0.7 | 2.0 | -0.3 | 0 | 3
CN(C)Cc1c(C(=O)Nc2ccccc2)[nH]c2ccccc12 | 2.5 | 0 | 7.1* | -6 | 11 | 9.4 | 0.9 | 0.8 | 1.5 | 6 | -6
COc1ccc(NC(=O)CSc2nnc(C3CC3)n2C)cc1S(=O)(=O)N1CCCCC1 | 1.4 | -4 | -1.5 | 12 | -18 | -2.7 | -1.0 | -0.1 | -0.8 | -2 | 0
O=c1cc(CO)oc(CN2CCCC2)c1O | 1.5 | 2 | -2.7 | 2 | -2 | -1.7 | -0.8 | 1.5 | -0.4 | -2 | 1
Cc1cc(Nc2ccc(F)cc2C)n2ncnc2n1 | 1.4 | 1 | -2.5 | 3 | -9 | 5.4 | -1.1 | -0.2 | 0.5 | -2 | 4
COc1ccc(CNC(=O)C(C)N(Cc2ccccc2OC)C(=O)c2snc(C(N)=O)c2N)cc1 (stereo unspecified) | -2.5 | -5 | -2.6 | 7 | -33 | -2.2 | -1.0 | 0.1 | -0.5 | -2 | -8
O=c1c(=Nc2ccccc2O)c(=O)c2ccccc12 | 6.3 | -2 | 8.3* | 3 | 3 | -0.2 | -0.9 | -0.2 | -1.1 | 0 | -7
c1csc(-c2nn3c(Cn4nnc5ccccc54)nnc3s2)c1 | 0.3 | 0 | 0.2 | -4 | 0 | 0.9 | -1.3 | -0.2 | -0.4 | -2 | 1
O=C(O)C(Cc1ccc(Cl)cc1)NS(=O)(=O)c1ccc(Cl)cc1 (stereo unspecified) | -1.0 | -2 | -1.5 | -5 | 9 | 0.0 | -0.9 | -0.1 | 0.4 | 1 | -2
CCN1CCn2c3c(c4cc(C)ccc42)CCCC31 (stereo unspecified) | 1.2 | -2 | -0.9 | 3 | -5 | 0.2 | -1.2 | 1.3 | 0.9 | 1 | -7
CCCCNC(=O)CSc1nnc(-c2ccc(S(=O)(=O)N3CCCC3)cc2)n1C | 1.1 | 1 | -1.9 | 3 | 3 | -0.2 | -1.8 | 1.4 | 1.1 | -2 | 0
CN(c1ccccc1C(=O)NCc1ccco1)S(C)(=O)=O | 1.2 | -1 | -0.3 | 4 | -2 | -2.1 | -0.7 | -0.3 | 0.2 | 2 | 3
CCCCNC(=O)N1CCCC(C(=O)c2cc(C)c(OC)c(C)c2)C1 (stereo unspecified) | 0.4 | 0 | -3.5 | -3 | -6 | -3.0 | -1.4 | -0.6 | -0.2 | -1 | -12
CCOCCCNC(=O)c1ccc2c(c1)N(CC)C(=O)c1ccccc1S2=O (stereo unspecified) | 0.8 | -3 | 0.0 | 0 | -3 | 0.2 | -1.1 | 0.2 | 0.5 | 2 | 6
Cc1ccc(S(=O)(=O)N2C(=O)C(c3ccccc3)SC2=Nc2ccccc2)cc1 (stereo unspecified) | 0.4 | . | 1.5 | -3 | -2 | 6.0 | -1.0 | 0.4 | 1.7 | 4 | .
Cc1cc(NC(=O)c2cccc(S(=O)(=O)N3CCCCC3)c2)no1 | 2.1 | 1 | -0.8 | -1 | 10 | -1.5 | -1.1 | -0.6 | -0.7 | -1 | 0
C/C=C(/CCC1NCCc2c1[nH]c1ccccc21)[Si](C)(C)C (stereo unspecified) | -3.8 | 2 | 3.9 | -13 | -52 | 2.9 | 1.3* | 0.0 | -0.2 | 4 | 7
CCN(/C=N/S(=O)(=O)c1ccc(Cl)cc1)CC | -1.0 | -3 | -1.6 | 0 | -14 | -3.4 | -1.4 | 1.4 | 0.9 | -5 | 0
COc1ccc2oc(C(=O)OCC(=O)N3CCC(C)CC3)c(C)c2c1 | 3.3 | 1 | 0.0 | 0 | -323 | -2.0 | -1.2 | 0.5 | 0.5 | -2 | 2
COc1ccc(S(=O)(=O)N(C)C[C@H]2Oc3ccc(NC(=O)Nc4ccc5c(c4)OCO5)cc3CC(=O)N([C@@H](C)CO)C[C@@H]2C)cc1 | 1.4 | 0 | -0.7 | -29 | 13 | -3.1 | -1.3 | 0.6 | -0.4 | 2 | 7
Cc1ccc2nc(-c3ccccc3)cc(C(=O)N(C)CC(=O)Nc3ccccc3Br)c2c1 | -5.5 | 0 | -3.3 | 9 | -37 | -4.2 | -1.7 | -1.5 | -4.4 | -3 | 1
CC1CN(Cc2ccccc2)c2ccccc2NC1=S (stereo unspecified) | 2.7 | -5 | -1.7 | 21* | 10 | 0.5 | -1.5 | -1.0 | 0.0 | -4 | -1
COc1ccc(-c2nnc(SCC(=O)c3cc(C)n(Cc4cccs4)c3C)o2)cc1 | 0.0 | 0 | -0.6 | -3 | -10 | -1.6 | -0.8 | -1.0 | 0.1 | -2 | 1
COc1ccc(NC(=O)C2(C)Cc3c(-c4ccc(N(C)C)cc4)ccnc3O2)cn1 (stereo unspecified) | -1.6 | -3 | -0.8 | -4 | i | -0.6 | -1.5 | . | -1.1 | -5 | -5
O=C(O)c1cccc(-n2cccc2/C=C2\SC(=O)N(Cc3ccccc3F)C2=O)c1 | 1.0 | -6 | 0.9 | 1 | -5 | 3.7 | -1.8 | -0.1 | -0.3 | -3 | -7
CC(C)C(=O)NS(=O)(=O)c1ccc(NS(C)(=O)=O)cc1 | 1.3 | -1 | -1.1 | 3 | 9 | -3.5 | -1.3 | 0.1 | 0.6 | 2 | -1
CC(=O)Nc1cccc(NC(=O)CSc2nn3c(=O)c(C)nnc3s2)c1 | 0.3 | 0 | 1.0 | 2 | -3 | 4.8 | -0.5 | 0.6 | 1.1 | 0 | 4
S=C(NCc1ccc2c(c1)OCO2)NCc1ccco1 | 1.8 | 4 | -0.8 | 6 | -10 | 0.9 | -1.3 | 1.5 | -1.5 | -4 | 3
COC(=O)c1c(NS(C)(=O)=O)sc2c1CCCC2 | -0.1 | -1 | -0.9 | 1 | -5 | -2.0 | -0.7 | -0.7 | -0.1 | -1 | 5
N/C(Cn1cncn1)=N\NC(=O)C(=O)Nc1cccc(C(F)(F)F)c1 | 0.7 | 5 | -0.8 | 1 | 1 | -1.2 | -1.4 | -0.1 | 0.6 | 3 | 4
COc1ccc(-c2noc(CN(C)C(=O)c3ccc4c(c3)OCO4)n2)cc1OC | -0.1 | -3 | -1.5 | 5 | 7 | -1.7 | -0.7 | -0.9 | 0.2 | -2 | -1
COc1ccccc1N(Cc1ccccc1)S(=O)(=O)c1cccc(C(=O)N2CCCCC2)c1 | -2.2 | -5 | -2.6 | -16 | 11 | -1.4 | -1.3 | -0.5 | -0.5 | -1 | -4
CC1(Cc2cccc(C(F)(F)F)c2)C(=O)Nc2ccc(-c3ccc(F)c(Cl)c3)cc21 (stereo unspecified) | -0.1 | -3 | -0.6 | -5 | 13 | -2.2 | -0.7 | . | -0.6 | -4 | 0
O=C(NCc1ccccn1)c1cc(-c2ccc(Br)cc2)nc2ccccc12 | 3.4 | 10 | -0.5 | -4 | -7 | -0.9 | -1.1 | -0.9 | -0.3 | 0 | 6
O=C(C[C@@H]1C/C=C\CC[C@@H](Cc2ccc(F)cc2)C(=O)OC[C@@H]2CCCN2C1=O)NCCO | -1.0 | 1 | -2.5 | -3 | 5 | -1.5 | -1.3 | 0.2 | 0.1 | -1 | 5
Cc1[nH]c(=O)[nH]c(=O)c1S(=O)(=O)N(C)Cc1ccccc1 | 0.3 | 8 | -2.1 | -1 | -1 | -0.2 | -0.9 | 0.7 | 0.5 | -1 | 3
CCC(C)Sc1nc2c(c(=O)n1C)SC(C)C2 (stereo unspecified) | -0.2 | 3 | 0.1 | 9 | -10 | -2.2 | -1.4 | -0.2 | 0.1 | -1 | 4

High-throughput results (PubChem)
